Screens (PubChem BioAssay)
aDG glyco up: activators of alpha-DG glycosylation, primary screen, uHTS, Pro5-aDG cells, AlphaScreen; alpha-DG glycosylation AlphaScreen (IIH6); 0% Pro5, 100% B10-LARGE cell signal; activation, % at 10 µM; 360,000 compounds, 0.22% hits; AID 624168, 2012;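 active = activation of at least 8% versus controls, or a plate z-score of at least 8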;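 also: Pro5 are CHO cells carrying HIG-tagged alpha-DG that lacks glycosylation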
KKLEB tox: cytotoxicity in KKLEB CF airway cells, primary screen, cytotoxicity control for CF NF-kB inhibitor project, cell-based, uHTS, fluorescence assay plates | 360,000 compounds, 0.36% hits | activity change (cytotoxicity), % at 5 µM | AID 602141, 2011 | KKLEB CF airway cells viability, ATPlite luminescence, overnight; stronger effect = lower value; cells stimulated with P. aeruginosa culture filtrate;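 active = corrected activity change at or below -50% at 5 µM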
TWEAK Fn14 block: inhibitors of TWEAK-Fn14 signaling, primary screen, luciferase reporter cells, uHTS. inhibition, % at 10 µM. TWEAK-stimulated Fn14 reporter cells, luciferase luminescence, 8 h. 360,000 compounds, 2% hits; in the data active = inhibition above about 50%
HIF-2a block: HIF-2a reporter inhibitors, primary screen, luminescence, 786-0 RCC cells; 786-0 RCC cells HIF-2a reporter, luciferase luminescence, overnight; inhibition, % at 18.8 µM; 360,000 compounds, 0.72% hits;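 active = inhibition of the luminescence signal of 40% or more relative to plate controls, in a single-dose primary screen at 18.75 µM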
NR2E3 ag-1: NR2E3 agonists in two-hybrid cells, primary screen, cell-based, luminescence, CHO-S, Gal4-NCOR/VP16-NR2E3 | inhibition of corepressor binding, % at 3.98 µM | 360,000 compounds, 0.35% hits | luciferase | AID 602229, 2012 | Photoreceptor-specific nuclear receptor (Homo sapiens), Q9Y5X4;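 active = inhibition above the mean of all tested compounds plus 3 SD, cut at about 70% in these data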;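 also: 0% = DMSO with NR2E3 transfected cells and 100% = cells lacking NR2E3 construct; higher means lower luciferase signal from less NR2E3 corepressor binding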
Target sequence (Q9Y5X4 whole entry, looked up, the tested form may be a part): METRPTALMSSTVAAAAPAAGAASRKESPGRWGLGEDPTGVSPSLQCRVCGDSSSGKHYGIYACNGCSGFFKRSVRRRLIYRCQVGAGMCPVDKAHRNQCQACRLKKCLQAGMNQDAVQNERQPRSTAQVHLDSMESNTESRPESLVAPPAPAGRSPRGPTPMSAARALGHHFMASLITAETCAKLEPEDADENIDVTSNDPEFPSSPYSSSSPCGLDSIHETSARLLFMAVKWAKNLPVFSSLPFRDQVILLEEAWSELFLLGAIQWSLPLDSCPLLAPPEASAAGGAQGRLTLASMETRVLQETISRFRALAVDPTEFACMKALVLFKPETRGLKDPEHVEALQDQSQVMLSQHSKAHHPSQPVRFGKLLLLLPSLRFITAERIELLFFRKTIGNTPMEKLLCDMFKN
Shn3 3UTR inh: reduction of Shn3 3'UTR firefly luciferase signal, primary screen, Schnurri-3 inhibitor project, cell-based, Clone20 osteoblasts, set 2. Clone20 osteoblast Shn3 3'UTR firefly luciferase, 24 h. inhibition, % at 12.5 µM. 360,000 compounds, 0.52% hits. AID 588674, 2011;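 active = mean inhibition of at least 75% with every replicate also reaching 75%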;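 also: 0% = median of neutral control wells and 100% = pilot-screen positive control compound; some compounds past the cut are filed as inactive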
CF NFkB inh: inhibitors of PAF-induced NF-kB signaling, primary screen, cell-based, GFP fluorescence, uHTS. KKLEB NF-kB-GFP reporter, GFP fluorescence overnight. inhibition, % at 5 µM. 360,000 compounds, 0.86% hits;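 active = at least 50% inhibition at 5 µM, scaled per plate between neutral and stimulator controls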;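 also: PAF is a Pseudomonas aeruginosa culture filtrate used as stimulus; plate controls were PAF-stimulated DMSO wells for no effect and unstimulated DMSO wells for full effect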
TRPM1 prom inh: inhibitors of MITF-dependent TRPM1 promoter reporter, primary screen, cell-based, SK-MEL-5, single point, luciferase; inhibition, % at 12.5 µM; AID 488899, 2010; 330,000 compounds, 0.83% hits; SK-MEL-5 TRPM1 promoter luciferase, 24 h;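 active = mean inhibition across replicates of 60% or more, whatever share of single replicates reaches that level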; also: values of inactives mirror those of a sister screen read the other way
iPSC survival up: enhancers of single-cell hiPSC survival, primary screen, ATPlite luminescence; survival enhancement, % at 20 µM; 360,000 compounds, 0.044% hits; 100% = ROCK inhibitor wells, 0% = DMSO; in the data active = survival enhancement above about 18%;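 also: cells exposed to compounds for 16 hours before the ATP read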
Peg3 prom inh: Peg3 promoter-driven luciferase inhibitors, primary screen, cell-based, HeLa, luciferase luminescence. HeLa PEG-Prom luciferase reporter, overnight. inhibition, % at 20 µM. 360,000 compounds, 1.7% hits;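 active = inhibition of at least 50% at 20 µM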
NR2E3 ag-2: inhibitors of NR2E3-RetCOR corepressor binding, primary screen, NR2E3 agonist project, biochemical, TR-FRET, GST-NR2E3, biotin-RetCOR | 1536-well | inhibition of corepressor binding, % at 4.78 µM | 320,000 compounds, 0.12% hits | AID 2300, 2010;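 active = percent inhibition above the cutoff of mean plus 3 SD of all tested compounds, set per screening campaign, cut at about 20% in these data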;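 also: 0% = DMSO wells and 100% = biotin wells as full block of FRET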
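Material: NR2E3–RetCOR corepressor complex / Amount: 1.35 nM GST-NR2E3 / Medium: Tris pH 7.5 / Compound: single nominal compound dose of 4.8 µM / Incubation: 5 h at 4 °C / Technique: TR-FRET, Eu(K)-anti-GST donor, streptavidin-D2 acceptor, ex 340, em 617/671 nm / Read-out basis: percent loss of FRET ratio relative to control wells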
The depositor's hits bear a star; . = no result given.

SMILES	aDG glyco up	KKLEB tox	TWEAK Fn14 block	HIF-2a block	NR2E3 ag-1	Shn3 3UTR inh	CF NFkB inh	TRPM1 prom inh	iPSC survival up	Peg3 prom inh	NR2E3 ag-2
Cc1ccc(N2CC(C(=O)Nc3c4c(nn3C(C)(C)C)CS(=O)(=O)C4)CC2=O)cc1 (stereo not drawn)	0.0	-2	-10	9	-30	-10	-36	5	0.2	2	-2
COc1ccccc1C(=O)NCCC(=O)N(C)CC(=O)Nc1ccccc1Br	0.3	-1	-5	6	-1	8	20	-12	0.7	7	-2
COc1ccc2sc(-c3ccc(S(C)(=O)=O)cc3)c(C#Cc3cncn3C)c2c1	0.5	-22	-97	-37	9	3	1	28	-3.5	54*	.
O=C(O)c1cc(-c2ccco2)nc2cc3ccccc3cc12	-0.1	0	-5	-7	-27	-36	-7	-6	0.0	-9	-1
Cc1ccc(CSCCNS(=O)(=O)c2ccccc2)cc1	0.2	7	11	6	5	-7	-13	5	4.4	7	-2
CC(C)(C)OC(=O)NCCc1nnc(SCc2ccc(Cl)cc2)o1	0.3	-2	0	5	-3	-5	-12	-4	-0.9	18	-2
O=C(NCCCN1CCOCC1)c1ccc2c(c1)N(Cc1cccc(Cl)c1)C(=O)c1ccccc1S2=O (stereo not drawn)	0.1	-18	1	11	-14	-2	18	-9	0.0	25	1
CS(=O)(=O)N1CCN(c2ccc([N+](=O)[O-])c(NCc3ccccc3)c2)CC1	0.0	-5	75*	14	-2	2	6	2	3.5	28	4
Cc1cc2nc(CS)[nH]c2cc1C	-0.1	2	8	-54	-29	-27	-20	-10	0.3	-59	-3
Cc1cc(C)n2nc3nc4c(cc3c2n1)CCCC4	-0.1	9	-17	-33	-16	-15	-1	-21	4.3	-41	0
Cc1ccc(NC(=O)CN(C)S(=O)(=O)c2cccc3nsnc23)cc1Cl	-0.1	9	-6	15	-15	-9	-6	0	0.0	5	3
CN1CCN(c2cc3c(c4c2[nH]c2ccccc24)C(=O)CC(C)(C)C3)CC1	1.6	-30	19	-29	23	-3	22	5	-0.9	107*	-1
CCCc1cc(=O)oc2c(C)c(OC3CCCCC3=O)ccc12 (stereo not drawn)	0.3	-10	-16	10	-20	15	17	.	-0.2	17	.
Cc1cccc(C)c1C(=NCCCN(C)C)c1ccccc1	0.1	-6	-5	10	-16	-4	2	-5	1.3	5	-6
CCN(CC)C(=O)c1[nH]cnc1C(=O)NCC(=O)OCc1ccccc1	-0.2	6	14	10	-11	13	-1	2	0.0	16	-2
Cc1ccc2nc(-c3ccncc3)c(Nc3ccccc3)n2c1	0.7	-6	-36	8	-16	12	15	2	-0.7	-2	-4
CN1C(C(=O)NCc2ccccc2)CC2Cn3c(nc4cc(Cl)c(Cl)cc43)C21 (stereo not drawn)	0.3	0	-11	4	9	21	12	8	1.0	4	0
NC(=O)Nn1c(CCC(=O)O)ccc1-c1ccc(F)cc1	-0.3	0	-8	14	-18	-19	-11	4	4.7	12	-1
CCSc1nc2ccc(OC)cc2cc1C#N	1.3	-3	-13	-100	-1	-39	-13	-69	-0.1	-84	-2
O=C1OCCC1Sc1nnc(-c2ccccc2Br)n1Cc1ccccc1 (stereo not drawn)	0.0	3	-1	26	-10	-14	10	3	1.3	-7	-1
CC(=O)/C(N=Nc1cc(C)ccc1O)=C(\C)O	0.9	9	-22	-23	7	-8	-8	15	-1.6	-3	-3
CCCCc1ccc(NC(=O)C(=O)NCCN2CCN(Cc3ccc([N+](=O)[O-])cc3)CC2)cc1	6.6*	-24	39	13	-15	94*	1	13	0.1	18	3
O=C(Nc1ccon1)c1ccccc1F	0.1	-2	7	-29	-2	11	-9	-4	0.9	-12	0
O=S(=O)(NC1CCCC1)c1cccc(-c2nnc(-c3ccccc3)o2)c1	0.8	-18	7	-84	-9	-13	-11	3	0.8	-14	1
COc1ccc(NC(=O)C2=C(C)Nc3ncnn3C2c2ccccc2C(F)(F)F)c(OC)c1 (stereo not drawn)	-0.1	1	1	2	-9	4	5	8	0.4	8	3
CC(=O)c1cccc(NC(=O)C2Cc3c(-c4ccc(Cl)cc4)ccnc3O2)c1 (stereo not drawn)	0.9	-2	23	13	-9	63	-14	.	6.9	21	.
CCn1cnc2cc(NCc3nc4ccccc4n3Cc3ccccc3)ccc21	1.1	-8	81*	-70	-5	-7	6	-8	-2.4	-199	-3
N#Cc1ccc(COC(=O)C2CCC(=O)N2)cc1 (stereo not drawn)	-0.2	-6	-7	7	5	8	9	6	-1.7	2	2
CC1CCCCC1NC(=O)CCn1c(=S)[nH]c2ccccc2c1=O (stereo not drawn)	0.0	-2	-18	-2	-22	3	-20	.	-0.8	-17	.
Cc1ccc(S(=O)(=O)N(C)c2ccc(OCC(=O)NCC3(N(C)C)CCCCC3)cc2)cc1	-0.5	1	-11	6	-11	25	2	-12	-0.5	9	-4
COc1cccc(-c2nnc(SCC(=O)NCc3ccc4c(c3)OCO4)n2Cc2ccco2)c1	-0.2	0	-1	8	9	-21	2	-8	1.9	10	-1
COc1ccc(S(=O)(=O)N2CCCC(C(=O)NC3CCCC3)C2)cc1OC (stereo not drawn)	0.2	7	6	10	10	16	5	-1	-0.7	24	1
Cc1cccc(C)c1-n1cccc1/C=C1/C(=N)N2C(=NC1=O)SN=C2S(C)(=O)=O	0.4	1	-11	-47	-19	-7	16	4	-1.4	0	-1
COC(=O)C1(C)NC(c2cccs2)C2C(=O)N(c3ccc(F)cc3)C(=O)C21 (stereo not drawn)	-0.1	-4	-10	2	8	5	5	7	-0.2	-2	1
CCOC(=O)c1cc(C(=O)NC(C)c2ccccc2)c(=O)[nH]c1C (stereo not drawn)	0.0	4	-12	-5	5	-3	-9	-13	0.0	-7	0
Cc1ccc(CN2CCNC(=O)C2CC(=O)NCC(F)(F)F)o1 (stereo not drawn)	0.7	0	-11	10	-6	2	-12	11	-1.1	8	3
Cc1ccc(Cl)cc1OCC(=O)NCCOC(=O)Nc1sc(=S)n(C)c1C	0.1	9	-1	-14	-15	18	-8	-5	-0.2	3	6
Cc1nn2c(N3CCOCC3)cc(C(C)(C)C)nc2c1-c1ccc(Cl)cc1	0.3	-2	13	18	10	-10	14	-3	-0.6	-2	.
CC(C)(C)[C@H]1COC(=O)[C@@H](Cc2ccc(F)cc2)C/C=C\C[C@@H](CC(=O)N[C@@H](CO)Cc2ccccc2)C(=O)N1	-0.3	-4	13	1	10	-31	14	2	-1.4	29	.
COc1ccc(C(=O)N2CCc3cc4c(cc3C2C)OCCCO4)cc1 (stereo not drawn)	0.0	3	1	-12	13	10	-3	-1	-1.7	-4	4
Cc1c(C(c2ccc(Br)cc2)c2c(C)n(C)n(-c3ccccc3)c2=O)c(=O)n(-c2ccccc2)n1C	0.0	1	-9	9	12	-4	-8	-12	-0.8	13	5
COC(=O)NN=C1CCC(c2ccccc2)CC1 (stereo not drawn)	0.4	5	9	6	-7	11	-13	4	-0.3	-3	.
O=C1CCCN1CCCNS(=O)(=O)c1ccc(F)c(F)c1	-0.3	-3	18	7	-30	-8	24	-9	-0.5	9	-2
Cc1cccc(OCc2nnc(SCC(=O)N3CCN(C(=O)c4ccco4)CC3)n2C)c1C	0.1	3	2	3	0	-34	-14	3	0.1	5	2
Cc1ccccc1-n1nnnc1SCC(=O)NCC1(N2CCOCC2)CCCCC1	-0.1	2	12	6	-10	2	-25	2	-0.6	10	-1
Cc1noc(C)c1COC(=O)c1ccc(F)c(S(=O)(=O)N2CCOCC2)c1	-0.1	-6	-9	11	10	-7	12	-6	-0.4	11	3
CC(C)(C)NC(=O)C(c1ccco1)N(Cc1ccc2c(c1)OCO2)C(=O)Cn1nnc2ccccc21 (stereo not drawn)	0.1	-2	5	19	-14	10	11	4	1.6	17	-2
Nc1nc(-c2cccnc2)nc2sc3c(c12)CCCC3	0.0	-3	-7	-297	-115	-31	-39	-38	-2.9	-313	0
O=C(CN1C(=O)NC2(CCOc3ccccc32)C1=O)c1ccc(F)cc1 (stereo not drawn)	-0.1	14	3	3	-14	-6	-31	2	0.2	-18	2
O=C(CN1CCN(Cc2ccccc2)CC1)N1CCCc2ccccc21	0.0	-7	13	11	36	-14	7	3	0.7	3	1
CCOC(=O)N1CCN(C(=O)CNC(=O)c2nn(-c3ccc(OC)c(OC)c3)c(=O)c3ccccc23)CC1	-0.2	-15	-1	-16	21	-6	0	2	0.0	13	4
COc1ccc(/C=C/c2ccccc2)cc1[C@H]1[C@H]2C=CC[C@@H](C)[C@@H]2C(=O)N1Cc1ccccc1	-0.2	-2	17	16	-17	36	14	2	-0.9	17	2
O=C(O)CSc1nc2ccc(Cl)cc2[nH]1	-0.1	-4	9	15	-3	-3	8	-3	8.1	9	2
Cc1nnc(SCCN2CCOCC2)n1-c1cccc(Cl)c1	0.2	17	-4	11	-18	2	-12	1	0.4	6	3
COc1ccc(/C=N/NC(=O)CNC(=O)COc2ccccc2)cc1	-0.2	-8	21	10	13	1	0	0	1.3	-5	3
Cn1c(-c2ccccc2)c(/C=N/NC(=O)c2cccnc2)c2ccccc21	0.2	-9	-37	-152	11	-3	9	-13	-2.0	-79	7
O=C(Nc1ccc2c(c1)OCO2)c1ccc(Cl)s1	-0.1	11	-7	-276	-89	-42	1	-54	-2.3	-264	-1
Cc1ccc(Cn2c(=N)n(CC(O)COc3ccccc3)c3ccccc32)cc1 (stereo not drawn)	3.1	-4	-4	-31	-6	85	18	-11	-2.5	29	1

Full records as entered above:
`COc1ccc(C(=O)N2CCc3cc4c(cc3C2C)OCCCO4)cc1` (stereo not drawn) in the list: aDG glyco up = 0.0; KKLEB tox = 3; TWEAK Fn14 block = 1; HIF-2a block = -12; NR2E3 ag-1 = 13; Shn3 3UTR inh = 10; CF NFkB inh = -3; TRPM1 prom inh = -1; iPSC survival up = -1.7; Peg3 prom inh = -4; NR2E3 ag-2 = 4
`CCOC(=O)c1cc(C(=O)NC(C)c2ccccc2)c(=O)[nH]c1C` (stereo not drawn) in the list: aDG glyco up = 0.0; KKLEB tox = 4; TWEAK Fn14 block = -12; HIF-2a block = -5; NR2E3 ag-1 = 5; Shn3 3UTR inh = -3; CF NFkB inh = -9; TRPM1 prom inh = -13; iPSC survival up = 0.0; Peg3 prom inh = -7; NR2E3 ag-2 = 0
